Tcruzi prolif: inhibitors of T. cruzi proliferation; T. cruzi beta-gal in NIH3T3, GalScreen luminescence, 90 h; inhibition, % at 8.34 µM; 5.9% of 77,000 active;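 active = mean inhibition above about 93%, with at least 55% of replicates each passing it, limit read from the data, passing the limit was not always enough; inconclusive = only one of those two conditions holds; inactive = neither condition holds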
KDM4C inh: inhibitors of human demethylase GASC-1 KDM4C. GST-KDM4C 2-372, H3K9me3 peptide, LANCE TR-FRET. inhibition, % at 12.5 µM. Q9H3R0. 0.15% of 96,000 active;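 active = mean replicate inhibition above about 25%, with at least 55% of replicates also reaching it, limit read from the data, passing the limit was not always enough; inconclusive = only one of those two conditions met; inactive = neither condition met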
Target sequence (Q9H3R0 2-372 limits assumed): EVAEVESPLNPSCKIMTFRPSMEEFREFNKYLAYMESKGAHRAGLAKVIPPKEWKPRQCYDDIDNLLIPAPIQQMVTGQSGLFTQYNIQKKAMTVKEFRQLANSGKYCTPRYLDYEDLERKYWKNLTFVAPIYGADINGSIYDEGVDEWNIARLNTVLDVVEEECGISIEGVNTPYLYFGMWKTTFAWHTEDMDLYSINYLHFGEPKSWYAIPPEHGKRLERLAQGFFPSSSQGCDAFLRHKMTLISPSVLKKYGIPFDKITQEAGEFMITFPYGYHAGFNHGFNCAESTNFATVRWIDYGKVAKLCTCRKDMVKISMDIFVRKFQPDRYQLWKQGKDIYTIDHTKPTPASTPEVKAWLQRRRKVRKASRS
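Material: GST-tagged GASC-1 (JMJD2C) catalytic fragment, aa 2-372 / Quantity: enzyme final amount 10 nM / Medium: HEPES buffer, pH 7.5, plus ascorbate / Doses: one test concentration per compound / Incubation: 30 min reaction, 60 min detection, RT / Measured by: LANCE TR-FRET / Read-out: inhibition from TR-FRET ratio decrease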
Pf Dd2 growth: inhibitors of Plasmodium falciparum Dd2 growth. activity change, % at 10 µM. 2.3% of 94,000 active. P. falciparum Dd2 growth, SYBR Green, 72 h; active compounds read low. AID 1159554; in the data active = activity change below about -80%; inconclusive = no clear call, values can overlap the other calls
C diff growth: blocks growth of Clostridium difficile. AID 1259249. growth activity, negative = inhibition, % at 16 µg/mL (by protocol). 0.25% of 86,000 active. Clostridium difficile clinical isolate growth, OD600, 24 h; active compounds read low;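 active = mean growth activity at or below -80% and every replicate also at or below -80%; inconclusive = mean at or below -80% but some replicate above -80%; inactive = mean growth activity above -80%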;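 note: 0% = DMSO wells and -100% = levofloxacin 16 µg/mL wells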
Numbers without * were called inactive; ? = inconclusive; · = not tested or not shown; & = joins results of further samples.

SMILES	Tcruzi prolif	KDM4C inh	Pf Dd2 growth	C diff growth
COc1ccc(NC(=O)Nc2ccc3c(c2)C(=O)N([C@@H](C)CO)C[C@@H](C)[C@@H](CN(C)S(=O)(=O)c2cccs2)OCCCC[C@@H](C)O3)cc1	-41	-1.9	19	-6
COCCNC(=O)[C@@H]1[C@@H](CO)[C@@H]2Cn3c(cccc3=O)[C@H]1N2S(=O)(=O)c1ccccc1C	-33	-1.0	·	-7
Cc1cc(C(=O)Nc2ccc3c(c2)C(=O)N(C)[C@H]2CC[C@@H](CC(=O)N[C@@H](C)c4ccccc4)O[C@@H]2CO3)no1	4	0.6	4	9
COCC(=O)N1C[C@H](C)[C@H](OC)CN(C)C(=O)c2ccc(NC(=O)c3ccc(OC)cc3)cc2OC[C@@H]1C	30	-0.3	-43	·
C[C@@H]1CN([C@@H](C)CO)C(=O)c2cccc(NC(=O)c3nc4ccccc4s3)c2O[C@H]1CN(C)Cc1ccc2c(c1)OCO2	·	-0.6	-77	·
Cc1ccccc1S(=O)(=O)N1C[C@H](O)COC[C@H]2O[C@@H](CC(=O)NCCc3ccccc3)CC[C@@H]21	-85	0.5	-6	1&-6
C[C@@H]1CN([C@@H](C)CO)C(=O)c2cc(N(C)C)ccc2O[C@@H]1CN(C)Cc1ccc(Cl)c(Cl)c1	75	0.7	-13	12
COCC(=O)N1CC(=O)N2[C@H](CO)[C@H](c3ccc(C#CC4CCCCC4)cc3)[C@H]2C1	·	0.1	-23	-13
COc1cccc(CN2CCCCN3[C@H](C2)[C@@H](c2ccc(C#Cc4cccnc4)cc2)[C@@H]3CO)c1	117*	-0.5	-71	-2
CCNC(=O)[C@@H]1[C@@H](CO)[C@@H]2Cn3c(ccc(-c4ccccc4)c3=O)[C@@H]2N1Cc1ccc2c(c1)OCO2	102*	1.4	3	-1
C[C@@H]1CN([C@@H](C)CO)C(=O)c2cccc(NC(=O)Nc3ccc(F)cc3)c2O[C@H]1CN(C)Cc1ccc(C(F)(F)F)cc1	57	0.0	-30	6
CCNC(=O)C[C@H]1CC[C@@H]2[C@H](COc3ccc(NC(=O)Nc4ccccc4Cl)cc3C(=O)N2C)O1	0	-0.8	1	1
CCCNC(=O)Nc1ccc2c(c1)OC[C@@H](C)N(S(C)(=O)=O)C[C@@H](C)[C@H](OC)CN(C)C2=O	·	-0.4	30	7
O=C(N[C@H]1CC[C@@H](CCNS(=O)(=O)c2ccccc2Cl)O[C@H]1CO)c1ccccc1	10	3.2	-4	-3
CN(C)CCCNC(=O)C[C@@H]1CC[C@@H]2[C@@H](COc3ccc(NC(=O)c4ccc5c(c4)OCO5)cc3C(=O)N2C)O1	-103	3.7	-2	2
C[C@@H]1CN([C@H](C)CO)S(=O)(=O)c2ccc(-c3ccc(F)cc3)cc2O[C@@H]1CN(C)Cc1cccc(F)c1	74	2.8	-8	29
COc1ccc(CN(C)C[C@@H]2Oc3c(NS(=O)(=O)c4ccc(OC)cc4)cccc3C(=O)N([C@H](C)CO)C[C@H]2C)cc1	-23	2.1	-7	-6
C[C@@H]1CN([C@H](C)CO)C(=O)c2cc(C#CC3(O)CCCC3)cnc2O[C@@H]1CN(C)S(C)(=O)=O	-31	-0.1	24	0
O=C(C[C@H]1C[C@H]2c3cc(NC(=O)NC4CCCC4)ccc3O[C@H]2[C@H](CO)O1)NCc1cccnc1	·	2.1	34	-5
Cc1noc(C)c1NC(=O)N(C)C[C@H]1Oc2ccc(N(C)C)cc2CC(=O)N([C@H](C)CO)C[C@@H]1C	-24	1.9	44	-7
COc1ccc2c3c([nH]c2c1)[C@@H](CO)N(C(=O)c1ccccc1)CC31CN(C)C1	·	1.3	-17	-9
O=C(c1ccccc1)N1CC(=O)N2[C@H](CO)[C@@H](c3ccc(C#CC4CC4)cc3)[C@@H]2C1	·	-2.7	-30	-5
COc1ccccc1-c1ccc([C@@H]2[C@@H](C#N)N(C(=O)C3CCOCC3)[C@H]2CO)cc1	-17	-1.0	33	0
O=C(c1cnccn1)N1CC(=O)N2[C@@H](CO)[C@@H](c3ccc(C#CC4CCCC4)cc3)[C@@H]2C1	·	-0.3	4	5
C[C@@H]1CN([C@H](C)CO)C(=O)c2cc(NS(C)(=O)=O)ccc2O[C@@H](C)CCCCO[C@H]1CN(C)S(=O)(=O)c1ccc(F)cc1	43	-0.7	-32	-2
Cc1noc(C)c1S(=O)(=O)N(C)C[C@H]1OCCCC[C@H](C)Oc2ccc(NS(=O)(=O)c3ccc(F)cc3)cc2C(=O)N([C@H](C)CO)C[C@@H]1C	94	-0.2	-59	-12
C[C@H]1CN([C@@H](C)CO)C(=O)c2cc(NS(=O)(=O)c3cn(C)cn3)ccc2O[C@@H]1CN(C)C(=O)NC1CCCCC1	53	-0.6	37	·
CCC(=O)Nc1ccc2c(c1)C(=O)N(C)[C@H]1CC[C@H](CC(=O)NCCc3ccccc3)O[C@@H]1CO2	-51	-1.3	8	-3
COc1ccccc1C#Cc1cnc2c(c1)C(=O)N([C@@H](C)CO)C[C@@H](C)[C@@H](CN(C)C(=O)c1ccc3c(c1)OCO3)O2	·	-0.7	-28	5
CN1C(=O)c2cc(NC(=O)Cc3cccs3)ccc2OC[C@H]2O[C@H](CC(=O)O)CC[C@@H]21	-34	0.8	-3	-2
C[C@@H]1CN([C@@H](C)CO)C(=O)c2cc(N(C)C)ccc2O[C@@H](C)CCCCO[C@@H]1CN(C)Cc1ccc(C(F)(F)F)cc1	74	1.8	-21	22
C[C@@H]1CCCCO[C@H](CN(C)C(=O)C2CCCCC2)[C@@H](C)CN([C@H](C)CO)C(=O)c2cc(NC(=O)C3CCCCC3)ccc2O1	27	0.2	-15	7
CO[C@@H]1CN(C)C(=O)c2ccc(NC(=O)C3CCCC3)cc2OC[C@@H](C)N(C(C)=O)C[C@@H]1C	·	0.0	8	3
COc1ccc(NC(=O)Nc2ccc3c(c2)C(=O)N([C@@H](C)CO)C[C@@H](C)[C@@H](CN(C)C(=O)CCC(F)(F)F)OCCCC[C@@H](C)O3)cc1	36	-0.1	-25	-6
O=C(C[C@H]1CC[C@H]2[C@@H](COC[C@@H](O)CN2Cc2nccs2)O1)NCc1ccc(-c2ccccc2)cc1	62	0.4	3	·
O=C(NC1CCCC1)N1CCCCN2[C@@H](CO)[C@H](c3ccc(-c4cccnc4)cc3)[C@@H]2C1	63	0.0	24	-8
CCCc1cn(CC[C@@H]2CC[C@H](NC(=O)CCN3CCCCC3)[C@@H](CO)O2)nn1	·	1.0	-35	1
COc1cccc(-c2ccc3n(c2=O)C[C@@H]2[C@@H](CO)[C@H](C(=O)NC4CCCC4)[C@H]3N2C)c1	29	0.8	-3	3
C[C@@H]1CN([C@@H](C)CO)C(=O)c2cc(NC(=O)CCN3CCOCC3)ccc2O[C@H]1CN(C)S(C)(=O)=O	-4	0.3	10	-4
COc1ccc2c3c(n(C)c2c1)[C@H](CO)NCC31CCN(C(=O)Nc2ccc3c(c2)OCO3)CC1	·	-0.2	?	21

Compound profiles (already shown). Values in the order: Tcruzi prolif	KDM4C inh	Pf Dd2 growth	C diff growth
Record of `CCCc1cn(CC[C@@H]2CC[C@H](NC(=O)CCN3CCCCC3)[C@@H](CO)O2)nn1` → ·	1.0	-35	1
Record of `O=C(NC1CCCC1)N1CCCCN2[C@@H](CO)[C@H](c3ccc(-c4cccnc4)cc3)[C@@H]2C1` → 63	0.0	24	-8
Record of `C[C@@H]1CCCCO[C@H](CN(C)C(=O)C2CCCCC2)[C@@H](C)CN([C@H](C)CO)C(=O)c2cc(NC(=O)C3CCCCC3)ccc2O1` → 27	0.2	-15	7
Record of `C[C@@H]1CN([C@@H](C)CO)C(=O)c2cc(NC(=O)CCN3CCOCC3)ccc2O[C@H]1CN(C)S(C)(=O)=O` → -4	0.3	10	-4

Carrying on.
SMILES	Tcruzi prolif	KDM4C inh	Pf Dd2 growth	C diff growth
Cc1cc(C(=O)Nc2cccc3c2O[C@H](CN(C)S(C)(=O)=O)[C@@H](C)CN([C@@H](C)CO)C3=O)n(C)n1	10	-0.2	12	1
C[C@@H]1CN([C@H](C)CO)S(=O)(=O)c2ccc(Br)cc2O[C@H]1CN(C)S(=O)(=O)c1ccc(F)cc1	97*	-2.7	-29	5
C[C@@H]1CN([C@H](C)CO)C(=O)c2cc(NC(=O)CCC(F)(F)F)ccc2O[C@@H](C)CCCCO[C@H]1CN(C)C(=O)C1CCCCC1	-8	2.6	-38	-10
Cc1nn(C)cc1NC(=O)C[C@H]1CC[C@@H]2[C@H](COc3ccc(NC(=O)Nc4cccc(Cl)c4)cc3C(=O)N2C)O1	10	-2.0	-1	1
COc1ccc(NC(=O)Nc2ccc3c(c2)C(=O)N([C@@H](C)CO)C[C@@H](C)[C@H](CN(C)C(=O)C2CCCCC2)OCCCC[C@@H](C)O3)cc1	?	0.3	-25	-6
CC(=O)N1C[C@@H]2[C@H](c3ccccc31)[C@@H](CO)N2C(=O)Nc1ccc(F)cc1	9	-0.2	-70	3
O=C(CN1CCOCC1)NCC[C@@H]1CC[C@H](NS(=O)(=O)c2ccc(F)cc2)[C@@H](CO)O1	3	1.7	16	·
O=C(c1cnccn1)N1CC(=O)N2[C@H](CO)[C@H](c3ccc(-c4cccc(F)c4)cc3)[C@@H]2C1	·	1.2	-27	8
CO[C@H]1CN(C)C(=O)c2cc(NC(=O)CC(F)(F)F)ccc2OC[C@@H](C)N(CC2CC2)C[C@H]1C	·	0.5	45	7
CN(C)CC(=O)N[C@@H]1C[C@@H]2O[C@@H](CO)CC[C@@H]2O[C@@H]1CCc1ccc(-c2ccc(F)cc2)cc1	·	·	-28	10
Cc1noc(C)c1NC(=O)Nc1cccc2c1O[C@@H](CN(C)S(=O)(=O)c1ccccc1)[C@H](C)CN([C@H](C)CO)C2=O	30	-0.7	24	·
C[C@@H](NC(=O)C[C@@H]1CC[C@H](NC(=O)C2CCOCC2)[C@H](CO)O1)c1ccccc1	-55	14	-12	-1
C[C@H](CO)N1C[C@H](C)[C@@H](CN(C)S(=O)(=O)c2cccs2)Oc2ccc(NC(=O)CCN3CCOCC3)cc2C1=O	-142	·	53	1
N#C[C@H]1[C@@H](c2ccccc2-c2ccc(F)cc2)[C@@H](CO)N1C(=O)Cc1cccnc1	·	-0.9	30	-18
O=C(C[C@@H]1C[C@H]2c3cc(NC(=O)NC4CCCCC4)ccc3O[C@H]2[C@H](CO)O1)NCC1CC1	-27	3.5	-4	·
CCN1[C@@H]2Cn3c(ccc(-c4cccnc4)c3=O)[C@H]1[C@@H](C(=O)NC1CCCC1)[C@@H]2CO	·	-0.5	46	-4
CO[C@H](CN(C)C(=O)Nc1ccc(C(F)(F)F)cc1)[C@@H](C)CN(Cc1ccccc1Cl)[C@@H](C)CO	101*	-2.2	-50	·
O=C(O)[C@@H]1[C@@H](CO)[C@@H]2Cn3c(cccc3=O)[C@@H]2N1C(=O)NC1CCCC1	17	-3.1	·	14
CN1C(=O)c2cc(NC(=O)c3ccc(F)c(F)c3)ccc2OC[C@H]2O[C@@H](CC(=O)Nc3ccc4c(c3)COC4)CC[C@@H]21	36	0.3	-7	-3
CCCNC(=O)C[C@@H]1CC[C@H]2[C@@H](COC[C@@H](O)CN2C(=O)C2CCOCC2)O1	-23	1.3	11	·

A different layout for some results above.
> O=C(c1cnccn1)N1CC(=O)N2[C@H](CO)[C@H](c3ccc(-c4cccc(F)c4)cc3)[C@@H]2C1
  Tcruzi prolif: ·
  KDM4C inh: 1.2
  Pf Dd2 growth: -27
  C diff growth: 8
> CO[C@H]1CN(C)C(=O)c2cc(NC(=O)CC(F)(F)F)ccc2OC[C@@H](C)N(CC2CC2)C[C@H]1C
  Tcruzi prolif: ·
  KDM4C inh: 0.5
  Pf Dd2 growth: 45
  C diff growth: 7
> CN(C)CC(=O)N[C@@H]1C[C@@H]2O[C@@H](CO)CC[C@@H]2O[C@@H]1CCc1ccc(-c2ccc(F)cc2)cc1
  Tcruzi prolif: ·
  KDM4C inh: ·
  Pf Dd2 growth: -28
  C diff growth: 10
> Cc1noc(C)c1NC(=O)Nc1cccc2c1O[C@@H](CN(C)S(=O)(=O)c1ccccc1)[C@H](C)CN([C@H](C)CO)C2=O
  Tcruzi prolif: 30
  KDM4C inh: -0.7
  Pf Dd2 growth: 24
  C diff growth: ·

Remaining list, next part.
SMILES	Tcruzi prolif	KDM4C inh	Pf Dd2 growth	C diff growth
Cc1noc(C)c1S(=O)(=O)Nc1ccc2c(c1)C(=O)N([C@@H](C)CO)C[C@H](C)[C@H](CN(C)Cc1ccccc1)OCCCC[C@@H](C)O2	·	-0.1	-59	5
CCCNC(=O)C[C@H]1CC[C@H]2[C@H](COc3ccc(NS(=O)(=O)c4ccccc4C)cc3C(=O)N2C)O1	-5	-1.3	2	6
CN1C(=O)c2cc(NC(=O)c3ccc(C#N)cc3)ccc2OC[C@H]2O[C@@H](CC(=O)NC3Cc4ccccc4C3)CC[C@@H]21	30	2.4	-22	6
COc1cccc(C#Cc2ccc3c(c2)[C@H]2[C@H](CCN2C(=O)c2ccc4c(c2)OCO4)[C@H](CO)N3)c1	·	·	-75	34

Assay outcomes: PubChem, Broad Institute
